Source: PubChem BioAssay
RAD52 anneal inh = blocks human RAD52 DNA annealing; inhibition, % at 18.7 µM; AID 651710; recombinant RAD52 DNA annealing, FRET fluorescence; 360,000 tested, 0.46% active;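 active = every replicate showing at least 50% inhibition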
ERAP1 inh = blocks human ERAP1 aminopeptidase activity; Q9NZ08; recombinant ERAP1, Leu-AMC fluorescence, 60 min; inhibition, % at 10.7 µM; 340,000 tested, 0.15% active;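 active = mean replicate inhibition of at least 30%, or all replicates individually reaching that 30% level; inactive = mean below 30% and not every replicate reaching it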;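 note: 0% = neutral control wells and 100% = L-leucinethiol positive control wells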
Target sequence (Q9NZ08 whole entry, looked up): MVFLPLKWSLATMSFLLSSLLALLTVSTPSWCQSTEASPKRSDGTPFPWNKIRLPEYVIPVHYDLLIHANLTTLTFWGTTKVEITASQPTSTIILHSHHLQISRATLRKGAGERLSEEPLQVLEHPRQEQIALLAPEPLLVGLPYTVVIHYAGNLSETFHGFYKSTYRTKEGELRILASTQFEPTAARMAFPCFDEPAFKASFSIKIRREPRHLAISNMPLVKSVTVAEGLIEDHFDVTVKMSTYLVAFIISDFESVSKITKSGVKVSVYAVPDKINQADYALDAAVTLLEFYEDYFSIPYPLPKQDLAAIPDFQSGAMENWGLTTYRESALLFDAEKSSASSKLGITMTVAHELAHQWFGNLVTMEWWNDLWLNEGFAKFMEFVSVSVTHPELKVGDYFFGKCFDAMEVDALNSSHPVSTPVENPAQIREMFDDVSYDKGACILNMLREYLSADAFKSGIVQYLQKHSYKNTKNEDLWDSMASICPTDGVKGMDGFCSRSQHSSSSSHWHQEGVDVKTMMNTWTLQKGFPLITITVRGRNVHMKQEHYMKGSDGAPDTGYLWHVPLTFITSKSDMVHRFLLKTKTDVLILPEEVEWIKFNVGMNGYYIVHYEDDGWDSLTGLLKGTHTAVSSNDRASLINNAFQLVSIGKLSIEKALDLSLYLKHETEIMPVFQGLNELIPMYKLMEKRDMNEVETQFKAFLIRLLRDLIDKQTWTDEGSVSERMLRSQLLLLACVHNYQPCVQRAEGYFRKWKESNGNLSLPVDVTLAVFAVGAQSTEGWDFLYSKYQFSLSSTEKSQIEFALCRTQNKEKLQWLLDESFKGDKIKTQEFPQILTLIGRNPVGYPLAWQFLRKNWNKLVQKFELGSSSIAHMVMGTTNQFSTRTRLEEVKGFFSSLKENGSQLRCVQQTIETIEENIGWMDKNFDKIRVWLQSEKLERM
The depositor's hits bear a star. Some of the compounds tested (hit frequency here may not be typical).

SMILES	RAD52 anneal inh	ERAP1 inh
CCCNC(=O)c1cc(-c2ccc(OC)cc2)n(CCCOC)c1C	-20	1
Cc1ccc2nc(-c3ccccc3O)c(Nc3ccc4c(c3)OCCO4)n2c1	-11	0
COc1ccc(CC(=O)NNC(=O)CSc2nc(C)c(C)c(=O)[nH]2)cc1	-3	1
CCOC(=O)C1(CC2CCCCO2)CCN(S(=O)(=O)c2cccc(F)c2)CC1 (stereo not drawn)	-8	-2
COC1=C(Nc2ccc(O)cc2)C(=O)c2ccccc2C1=O	-4	3
COC(=O)c1ccc(NC(=O)N2CCCC(C(=O)c3ccccc3OC)C2)cc1 (stereo not drawn)	-4	0
Cc1cccc(C(=O)Nc2cccc(OCC(=O)O)c2)c1	-19	2
Cc1ccc(-c2cc(C(=O)N(C)Cc3cnn(C)c3C)c3cc(Br)ccc3n2)cc1	-14	0
Cc1ccc(NC(=O)c2ccccn2)c(Br)c1	-10	0
C/C(=N/NC(=O)CSc1nc2ccccc2n1C)c1ccc(O)cc1	-3	-7
C/C(=N\NC(=O)c1cccnc1)c1nnn(-c2nonc2N)c1C	-4	6
CC(=O)C1=C(C)NC(=O)NC1c1cccc([N+](=O)[O-])c1O (stereo not drawn)	-13	3
CCCCn1nnnc1SCC(=O)NNC(=O)c1ccco1	-11	-2
Cc1ccc(/C=N/NC(=O)c2cccs2)o1	-3	1
CCOC(=O)CSCC(=O)N1N=C(c2cccs2)CC1c1ccc(F)cc1 (stereo not drawn)	-10	-2
Cc1ccc(C(=O)N/N=C/c2cn(Cc3ccccc3)c3ccccc23)cn1	-95	-2
Cc1ccc(N=Cc2cc(Cl)cc(Cl)c2O)nc1	-12	1
CCOC(=O)[C@]12CCC=C1N(Cc1ccc3c(c1)OCO3)C(=O)[C@H](CC(=O)NCCCN1CCCC1=O)C2	1	-3
CCN1C(=O)/C(=C2\Sc3ccccc3N2CC)OC1=S	-17	9
CCOc1cc(/C=C2\N=C(C)OC2=O)cc(Br)c1OCC(=O)OC	-18	0
Cc1cc(C)cc(OCC(=O)Nc2ccc3c(c2)C(=O)c2ccccc2C3=O)c1	-42	1
CN(C)CCCCCCN(C)C	-6	-1
COc1ccc(CSC2=CS(=O)(=O)c3ccccc3N2)cc1	-4	-1
COc1ccc(NC(=O)COc2ccc3c(C)cc(=O)oc3c2)cc1S(=O)(=O)N1CCCCC1	-8	4
O=C(N/C(=C/C=C/c1ccccc1)C(=O)N1CCCCC1)c1ccc([N+](=O)[O-])cc1	0	-1
Cc1ccc(C(=O)NCCCNC(=O)COc2ccc(Cl)c(C)c2)cn1	-9	-6
COc1ccc(C(=O)N(C)c2c(C)n(C)n(-c3ccccc3)c2=O)cc1OC	1	1
Cc1ccccc1OCC(=O)N/N=C/c1ccc([N+](=O)[O-])o1	-9	3
CN1CCC(N(C)C(=S)NC(=O)c2cc(-c3cccc(Br)c3)nc3ccccc23)CC1	-8	-5
CCOC(=O)CC1C(=O)NCCN1S(=O)(=O)c1ccccc1 (stereo not drawn)	-12	-1

For convenience, 2 of the compounds above:
SMILES	RAD52 anneal inh	ERAP1 inh
COc1ccc(CSC2=CS(=O)(=O)c3ccccc3N2)cc1	-4	-1
COc1ccc(NC(=O)COc2ccc3c(C)cc(=O)oc3c2)cc1S(=O)(=O)N1CCCCC1	-8	4

(further entries)
SMILES	RAD52 anneal inh	ERAP1 inh
Cc1ccc(N2C(=O)c3ccccc3C2C(=O)c2ccc(O)cc2O)cc1 (stereo not drawn)	-7	12
COC(=O)CSc1nc(C)cc(C)c1C#N	5	-1
CCc1ccc(NS(=O)(=O)c2cccc3nonc23)cc1	-26	-11
Cc1ccccc1-n1c(-c2ccc(Br)o2)n[nH]c1=S	-5	-3
Cc1ccc(NC(=O)CSCC(=O)Nc2ccccc2N2CCCC2)cc1	-26	3
CC1(C)SCC(C(=O)O)NC1=O (stereo not drawn)	1	4
OC1(c2ccc(F)cc2)CSC(=Nc2cccnc2)N1Cc1ccco1 (stereo not drawn)	-26	1
CCSC1=NCCN1S(=O)(=O)c1ccccc1	-14	1
COc1ccc(-c2cn(-c3ccc(OC)cc3)c3[n+]2-c2ccccc2CC3)cc1	-8	-1
O=C(O)c1ccccc1CSc1ncccc1C(=O)O	-16	3
COc1ccccc1CC(=O)NC1CCCc2ccccc21 (stereo not drawn)	-15	4
O=C(CC(=O)N/N=C/c1ccc(F)cc1)N/N=C/c1ccc(F)cc1	-2	-3
O=C(Nc1nc2ccc(S(=O)(=O)N3CCCC3)cc2s1)c1ccco1	0	-4
COc1ccc(NS(=O)(=O)c2cccc(C(=O)NCC3(N4CCCCC4)CCCCC3)c2)cc1	-14	-49
CCCCn1c(N)c(N(CC(C)C)C(=O)CSC(C)C(=O)Nc2cc(C)on2)c(=O)[nH]c1=O (stereo not drawn)	-10	3
Cc1ccc2cc(/C=N/NC(=O)[C@H]3C[C@@H]3c3ccccc3)c(Cl)nc2c1	-22	3
Cc1nn(Cc2ccccc2Cl)c(C)c1C(=O)NCCN1C(=O)S/C(=C\c2ccccc2)C1=O	-9	0
COCCCn1c(SC(C)C(=O)Nc2c(C)n(C)n(-c3ccccc3)c2=O)n[nH]c1=O (stereo not drawn)	-3	4
Oc1ccccc1Nc1nc(NCc2ccccc2)c2ccccc2n1	-18	-4
CCn1c(CNC(=O)c2ccccc2F)nnc1SCc1nc2ccccc2c(=O)[nH]1	-12	0

Full records from above. Values in the order: RAD52 anneal inh	ERAP1 inh
Profile of O=C(Nc1nc2ccc(S(=O)(=O)N3CCCC3)cc2s1)c1ccco1 → 0	-4
Profile of O=C(CC(=O)N/N=C/c1ccc(F)cc1)N/N=C/c1ccc(F)cc1 → -2	-3

In a second layout: 3 of the compounds above
SMILES: COCCCn1c(SC(C)C(=O)Nc2c(C)n(C)n(-c3ccccc3)c2=O)n[nH]c1=O (stereo not drawn)
  RAD52 anneal inh = -3	ERAP1 inh = 4
SMILES: Oc1ccccc1Nc1nc(NCc2ccccc2)c2ccccc2n1
  RAD52 anneal inh = -18	ERAP1 inh = -4
SMILES: CCn1c(CNC(=O)c2ccccc2F)nnc1SCc1nc2ccccc2c(=O)[nH]1
  RAD52 anneal inh = -12	ERAP1 inh = 0

(listing goes on)
SMILES	RAD52 anneal inh	ERAP1 inh
CCOC(=O)c1c(NC(=O)C2CCCCC2C(=O)O)sc2c1CCCCC2 (stereo not drawn)	-15	-2
Cc1c(C(=O)Nc2ccc(F)cc2)c2ccccn2c1CCc1ccncc1	-7	-3
CN1CCN(C2=NC(=O)/C(=C/c3cn[nH]c3-c3ccccc3)S2)CC1	-3	3
Cc1cc(NC(=O)Nc2ccc(F)cc2F)n(C)n1	-7	-1
CCCCN(C(=O)CSc1nnc2ccccn12)c1c(N)n(Cc2ccccc2)c(=O)[nH]c1=O	-4	4
CN(C)/C=C/C(=O)/C=C/c1ccc(Cl)cc1Cl	-62	-1
C/C(=N/NC(=O)c1ccccc1)c1ccc(NC(=O)C(F)(F)F)cc1	-16	2
Cc1cc(C)nc(/N=C(\N)N2CCCCC2)n1	-7	1
O=C(/C=C/c1ccc(S(=O)(=O)NCc2ccco2)cc1)NCc1ccccc1Cl	-13	-1
Cc1oc(S(=O)(=O)N2CCCC2)cc1C(=O)Nc1ccc(F)cc1	-24	-3
O=C(Nc1nnc(-c2ccc(Cl)cc2)o1)c1ccc(N2C(=O)CCC2=O)cc1	-19	0
O=C(CSc1nc2[nH]ncc2c(=O)[nH]1)Nc1nccs1	-2	-2
C=CCNC(=S)Nc1nc2c(cc1C(=O)OCC)CCCC2	-16	0
CC(=O)C1=C(O)C(=O)N(c2ccc(Br)cn2)C1c1ccc(F)cc1 (stereo not drawn)	-14	-2
CCOc1ccc(/C=N/NC(=O)Nc2ccccc2)cc1	-4	6
O=[N+]([O-])c1cc(S(=O)(=O)Nc2cccc(Cl)c2)ccc1N=Nc1c(O)[nH]c2ccccc12	-10	0
CN(Cc1ccno1)Cc1cn(Cc2ccccc2)nc1-c1ccc2c(c1)OCO2	-17	-2
O=S(=O)(c1ccccc1)N1CCN=C1SCc1ccccc1Cl	-5	3
O=C(Nc1cccnc1)c1cc(-c2cccnc2)nc2ccc(Br)cc12	-14	1
O=C(Nc1ccc(CN2CCCCC2)cc1)c1cccc(Br)c1	-21	-4
Cc1ccc(C(=O)NCC(=O)Nc2ccccc2C(F)(F)F)cc1	-21	-2
O=C(CN1C(=O)C2CCCCC2C1=O)OCn1nnc2ccccc2c1=O (stereo not drawn)	-12	-1
C/C(N)=C(/C#N)C(=O)CSc1nn(-c2ccc(Cl)cc2)c(=S)s1	-5	0
O=C(NNc1cccc(Cl)n1)Nc1cccc(C(F)(F)F)c1	-3	-1
CC12COC3(C(=O)Nc4ccc5ccccc5c4)CC1CCC32C (stereo not drawn)	-11	2
C=CCN(CC=C)CCOc1cccc(Oc2ccccc2)c1	22	5
NC(=O)C1(N2CCCCC2)CCN(CC(=O)Nc2cc(Cl)ccc2Cl)CC1	-26	2
C/C(=N/NC(=O)c1ccoc1C)c1ccc(N2CCOCC2)cc1	-4	-4
Cc1ccccc1Cn1nc(C)c(NC(=O)/C=C/c2cnn(C)c2C)c1C	-10	2
O=C(COCc1nc2ccccc2c(=O)[nH]1)NCC1CCCCC1	3	2
Cc1ccc(S(=O)(=O)NCc2ccc(/C=C(/C#N)C(=O)NCc3ccccc3)o2)cc1	-18	6
O=C(Nc1cccc(Cl)c1)/C(=C\c1cccnc1)NC(=O)c1ccco1	-2	-3
CSC1=N/C(=C\c2cccnc2)C(=O)N1c1ccccc1	-6	0
CCc1ccc(N2CC(C(=O)Nc3ccc(S(=O)(=O)N4CCOCC4)cc3)CC2=O)cc1 (stereo not drawn)	-20	0
Cc1ccc(S(=O)(=O)CCC(=O)Nc2nc(-c3cccnc3)cs2)cc1	-30	-1
CC(C)N1CCC(NC(=O)Nc2ccccc2)CC1	-8	-1
COC(=O)c1ccc(OCC(O)CN(CCO)CC(O)Cn2ccc3ccccc32)cc1 (stereo not drawn)	2	8
Cc1cccc(C(=O)N[C@H](C(=O)Nc2ccc(S(=O)(=O)NC3=NCCCCC3)cc2)C(C)C)c1	-22	-1
CCCCNC(=O)C1c2ccccc2OCC(=O)N1CCOC (stereo not drawn)	-14	0
Cn1c(N)c(C(=O)COC(=O)[C@@H]2CCCN2S(=O)(=O)c2ccc(Cl)cc2)c(=O)n(C)c1=O	-11	-4

A few values from the entries so far.
In ERAP1 inh, CC(=O)C1=C(O)C(=O)N(c2ccc(Br)cn2)C1c1ccc(F)cc1 (stereo not drawn) shows -2
In ERAP1 inh, C/C(=N/NC(=O)CSc1nc2ccccc2n1C)c1ccc(O)cc1 shows -7

The list goes on:
SMILES	RAD52 anneal inh	ERAP1 inh
CCn1nc(C(=O)OCC(=O)c2ccc(F)cc2)c2ccccc2c1=O	-21	-2
Cc1ccc(C#CC[N+]2(CC#Cc3ccc(C)cc3)CCCCC2)cc1	35	1
CN(C)S(=O)(=O)c1cccc(NC(=O)c2ccc(N3CCOCC3)c([N+](=O)[O-])c2)c1	-26	2
COCCN(Cc1cc2cc3c(cc2nc1Cl)OCO3)C(=O)Nc1ccc(OC)cc1	-2	5
c1ccc(CSc2ccc(-c3cccs3)nn2)nc1	-29	1
CCc1ccc(C2NC(c3ccc(CC)cc3)C([N+](=O)[O-])C(C)(C)C2[N+](=O)[O-])cc1 (stereo not drawn)	-3	-3
Cc1ccccc1CSCC(=O)NCCSc1ccccn1	-14	1
CCc1cccc(CC)c1NC(=S)NC(C)c1ccccc1 (stereo not drawn)	3	0
CCCCn1c(N)c(N(CC(C)C)C(=O)c2oc3ccc(Br)cc3c2C)c(=O)[nH]c1=O	-5	1
